# Source: PubChem BioAssay
# Vif-APOBEC3F blk: qHTS for Inhibitors of Vif-A3F Interactions: qHTS; HeLa A3F-eYFP + Vif (tagged APOBEC3F with the HIV-1 protein that degrades it), YFP fluorescence increase; Potency, µM (top dose mostly 46.1 µM), for the others: at the top dose activity, negative = active; 0.2% of 390,000 active; further: % of control where 0% means no effect; nearly all actives have a fitted effect of over 65% in size
#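 HeLa cells stably expressing Vif plus C-terminally eYFP-tagged A3F were seeded, incubated overnight at 37 deg C, dosed with compound, incubated overnight again at 37 deg C. Yellow fluorescence (Ex 488/Em 500-530) reported blocked Vif-mediated A3F-eYFP degradation.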
# 12-LOX inh: Primary qHTS assay for inhibitors of human arachidonate 12S-lipoxygenase (ALOX12): Round 2; purified 12hLO, xylenol orange hydroperoxide absorbance; Potency, µM (highest dose often 108 µM), inactives show top-dose activity change, negative = inhibition, usual class: inhibitors; 1.1% of 580,000 active; further: on the % scale 0 is the no-effect control and ±100 the full control effect
# Target sequence (P18054 whole entry, looked up): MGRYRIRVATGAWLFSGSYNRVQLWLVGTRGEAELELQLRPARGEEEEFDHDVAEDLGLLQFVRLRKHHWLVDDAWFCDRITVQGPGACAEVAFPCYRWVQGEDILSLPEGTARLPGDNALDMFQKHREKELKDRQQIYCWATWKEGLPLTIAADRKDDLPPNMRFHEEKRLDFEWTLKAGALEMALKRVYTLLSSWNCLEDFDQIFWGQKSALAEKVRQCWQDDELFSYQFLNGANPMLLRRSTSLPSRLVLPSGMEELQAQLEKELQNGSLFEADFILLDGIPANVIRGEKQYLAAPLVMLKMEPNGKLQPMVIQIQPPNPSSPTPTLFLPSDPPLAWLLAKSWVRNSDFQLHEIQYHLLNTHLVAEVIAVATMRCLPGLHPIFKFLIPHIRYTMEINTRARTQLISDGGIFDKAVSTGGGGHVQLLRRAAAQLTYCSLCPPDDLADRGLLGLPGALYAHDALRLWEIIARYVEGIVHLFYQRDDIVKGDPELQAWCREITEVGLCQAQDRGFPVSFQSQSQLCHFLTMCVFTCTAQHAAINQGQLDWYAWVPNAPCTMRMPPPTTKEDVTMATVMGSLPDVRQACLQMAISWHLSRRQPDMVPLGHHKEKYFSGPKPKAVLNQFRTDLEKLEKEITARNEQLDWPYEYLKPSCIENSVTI
#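 Purified human 12hLO (150 nM final) in 25 mM Hepes, 0.01% Triton X-100, pH 7.0 was preincubated 15 min at room temperature with compound. Then 40 uM arachidonic acid was added, 30 min. Hydroperoxide was read by Fe-XO absorbance ratio 573/405 nm.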
# Vif-APOBEC3G blk: qHTS for Inhibitors of Vif-A3G Interactions: qHTS; DNA dC->dU-editing enzyme APOBEC-3G (Homo sapiens), Q9HC16; HeLa A3G-eYFP + Vif (tagged APOBEC3G with the HIV-1 protein that degrades it), YFP fluorescence, overnight; Potency, µM (series often up to 46.1 µM), for inactives: at the top dose activity, negative = active, actives largely listed as inhibitors; 0.076% of 410,000 active; AID 602310, 2012;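 further: on the % scale 0 is the no-effect control and ±100 the full control effect; nearly all actives have a fitted effect of over 60% in size; hits raise eYFP signal because A3G escapes Vif-driven loss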
#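 HeLa cells stably expressing Vif and C-terminally eYFP-tagged A3G, seeded overnight at 37 deg C, then exposed to compound by pintool overnight at 37 deg C. Rise in yellow fluorescence (Ex 488/Em 500-530, Acumen) marks blocked Vif-driven A3G degradation.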
# RXFP1 agonist: qHTS Assay for Agonists of the Relaxin Receptor RXFP1; HEK293T-RXFP1 cAMP TR-FRET, 30 min; response scale: percent of porcine relaxin response, buffer zero; AID 2676, 2010; Relaxin receptor 1 (Homo sapiens), Q9HBX9; 0.3% of 370,000 active; Potency, µM (doses to about 57.5 µM), inactives show top-dose activation, usual class: activators; further: on the % scale 0 is the no-effect control and ±100 the full control effect; nearly all actives have a fitted effect of over 60% in size; many of its hits are not listed in these tables
#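 HEK293 cells stably expressing RXFP1, treated 30 min at 37C with compounds plus PDE4 inhibitor Ro 20174; cAMP measured by HTRF TR-FRET. Normalized to buffer and 29 nM porcine relaxin; EC50 by Hill fit.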
# TrxR1 substrate: qHTS Assay for Substrates of Mammalian Selenoprotein Thioredoxin Reductase 1 (TrxR1): qHTS | AID 588456, 2011 | Thioredoxin reductase 1, cytoplasmic (Rattus norvegicus), O89049 | 0.01% of 390,000 active | Potency, µM (highest dose often 114 µM), inactives show at the highest dose activity change, negative = substrate turnover | purified TrxR1 substrate turnover, NADPH consumption readout; further: on the % scale 0 is the no-effect control and ±100 the full control effect; nearly all actives have a fitted effect of over 50% in size
#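 Rat TrxR1, dispensed at 90 nM, was prereduced with 400 uM NADPH (final) for 5 min at ~22 deg C, then incubated with compound 15 min before 400 uM selenite. A first-read NADPH fluorescence drop versus no-compound background flagged substrates.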
# rTrxR1 inhibitor: qHTS Assay for Inhibitors of Mammalian Selenoprotein Thioredoxin Reductase 1 (TrxR1): qHTS. 1% of 390,000 active. recombinant rTrxR1, NADPH fluorescence consumption, selenite substrate. AID 588453, 2011. Potency, µM (titrated, usually from 114 µM), without a hit: at the highest dose activity change, negative = inhibition, most hits filed as inhibitors. Thioredoxin reductase 1, cytoplasmic (Rattus norvegicus), O89049; further: on the % scale 0 is the no-effect control and ±100 the full control effect; nearly all actives have a fitted effect of over 65% in size
#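 Rat TrxR1 (90 nM in the dispensed reagent) was pre-reduced with 400 uM NADPH for 5 min at room temperature, then incubated with compound for 15 min. After 400 uM selenite was added, NADPH fluorescence (Ex 340/Em 450 nm) was followed for 8 min.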
# mIDH1 inhibitor: qHTS for Inhibitors of mutant isocitrate dehydrogenase 1 (IDH1): qHTS; Isocitrate dehydrogenase [NADP] cytoplasmic (Homo sapiens), O75874; IDH1-R132H enzyme, NADPH consumption, diaphorase/resazurin fluorescence; Potency, µM (highest dose often 76.6 µM), without a hit: at the top dose activity change, negative = inhibition, usual class: inhibitors; 0.093% of 390,000 active; further: on the % scale 0 is the no-effect control and ±100 the full control effect; nearly all actives have a fitted effect of over 65% in size
#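 IDH1-R132H (0.5 ug/mL) preincubated 30 min with compound, then NADPH (0.016 mM) and alpha-KG (2 mM) added; 80 min at RT, pH 7.5. Remaining NADPH coupled via diaphorase/resazurin to fluorescence (540/590 nm); concentration-response curves normalized to no-enzyme control.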
# RGS4 inhibitor: Inhibitors of Regulator of G Protein Signaling (RGS) 4: qHTS; 0.039% of 390,000 active; AID 504845, 2011; Potency, µM (titrated, usually from 114 µM), without a hit: at the highest dose activity change, negative = inhibition, most hits filed as inhibitors; Transcreener GDP fluorescence polarization, RGS4-accelerated GTP hydrolysis; further: on the % scale 0 is the no-effect control and ±100 the full control effect; nearly all actives have a fitted effect of over 75% in size; some results filed as inactive show a strong effect at the top dose
# Target sequence (P49798 whole entry, looked up): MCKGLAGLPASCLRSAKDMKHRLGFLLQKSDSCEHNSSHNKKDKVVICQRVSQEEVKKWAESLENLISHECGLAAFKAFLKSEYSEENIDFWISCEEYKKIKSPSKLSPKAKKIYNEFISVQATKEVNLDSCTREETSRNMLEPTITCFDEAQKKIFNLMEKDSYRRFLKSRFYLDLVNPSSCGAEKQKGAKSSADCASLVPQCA
#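 MLSMR compounds (23 nl, pin-transferred) preincubated 10 min at room temperature with a 500nM (2x) first reagent, then RGS4 at 900nM (2x) plus Transcreener GDP mix added; fluorescence polarization (620/688 nm) read before and after 90 min at 30 °C.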
# USP1 inh: Inhibitors of USP1/UAF1: Primary Screen; Ubiquitin carboxyl-terminal hydrolase 1 (Homo sapiens), O94782; recombinant USP1/UAF1, Ub-Rhodamine cleavage fluorescence; 0.23% of 390,000 active; Potency, µM (series often up to 57.1 µM), for inactives: at the highest dose activity change, negative = inhibition, hits mostly inhibitors; AID 743255, 2014; further: on the % scale 0 is the no-effect control and ±100 the full control effect; nearly all actives have a fitted effect of over 60% in size; inactives centre near -12
#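 USP1/UAF1 complex (1 nM) preincubated 15 min at room temperature with compound, then Ub-Rho substrate (150 nM final) added. Kinetic fluorescence at 480/540 nm over 6 reads at 60 s intervals; 50 mM HEPES pH 7.8, 0.5 mM EDTA, 0.1 mg/ml BSA, 1 mM TCEP, 0.01% Tween-20.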
# Starred values were filed as active, the others as inactive; ? = inconclusive; . = no result given; [ ] = another dose, or the depositor's remark. The call rests on the fitted dose curve; in most records, active means well fitted curve in the direction sought with a large enough effect; inconclusive means small, poorly fitted or top-dose-only effect, or another doubt; inactive means no such curve, though single readings can be large; an effect the other way counts as inactive or inconclusive. Potency means the concentration at half of the fitted maximal effect. These rows are one share of the data; count on the stated rates, not on these rows.
SMILES,Vif-APOBEC3F blk,12-LOX inh,Vif-APOBEC3G blk,RXFP1 agonist,TrxR1 substrate,rTrxR1 inhibitor,mIDH1 inhibitor,RGS4 inhibitor,USP1 inh
COC(=O)c1ccc(SCC(=O)NCc2ccccc2)c([N+](=O)[O-])c1,-6%,-6%,1%,2.4%,-3%[57.1 µM],-5%,-5%,-8%,-10%
Cc1c(NS(=O)(=O)c2cccc(C(=O)N3CCC(C(N)=O)CC3)c2)c(=O)n(-c2ccccc2)n1C,6%,-19%,2%,.,-2%[2.29 µM],-5%[2.29 µM],-10%,20%,-3%
N#Cc1ccc(OCC(=O)Nc2ccc(N3CCCC3)cc2)cc1,3%,-12%,-2%,-0.6%,-1%,15%,-5%,-34%,-18%
CN(C)c1ccc(C=NC(CO)C(O)c2ccc([N+](=O)[O-])cc2)cc1 (stereo not given),1%,8%,-1%,-0.6%,2%[57.1 µM],20%[57.1 µM],8%,23%,-4%
COc1ccc(Cc2nnc(NCCO)[nH]c2=O)cc1,-28%,7%,0%,-1.3%,-3%,4%,8%,4%,?
CC(C)(C)N=C1NN=C(c2ccc(Cl)cc2)CS1,0%,?,-7%,-3.8%,-5%,-4%,-1%,-19%,-24%
COc1ccc(C(=O)Nc2cccnc2)cc1OC,-1%,33%[activator],0%,0.7%,0%,-4%,6%,-20%,-21%
Cc1ccc(CNC(=O)CN2CCN(c3ccc(F)cc3)CC2)cc1,6%,4%,9%,0.3%,2%,7%,7%,-21%,-15%
COc1ccccc1C(=O)N/C(=C\c1ccc2c(c1)OCO2)C(=O)NCCc1nc2ccccc2[nH]1,5%,-3%,0%,-1.2%,-7%,-5%,5%,-41%,-21%
CCC(C)NC(=O)CSc1n[nH]c(=O)n1CCc1ccccc1 (stereo not given),-1%,-16%,0%,1.7%,9%,-12%,-1%,-7%,-18%
CCOC(=O)N1CCN(S(=O)(=O)c2ccc(C(=O)N(CCCN(C)C)c3nc4c(F)cc(F)cc4s3)cc2)CC1,-15%,-12%,3%,-0.2%,6%[57.1 µM],7%[57.1 µM],1%,6%,-24%
Cc1ccc(NC(=O)CCc2c(C)nn(-c3ccc(N4CCCCC4)nn3)c2C)cc1,0%,21%,0%,7.5%,5%,13%,0%,-18%[11.4 µM],-22%
Cc1onc(-c2ccccc2Cl)c1C(=O)N1CCc2ccccc2C1,-9%,-9%,-1%,1.1%,10%,17%,-5%,18%,-26%
Cc1ccc(S(=O)(=O)N2CCC(=O)N(CCOCc3ccccc3C)CC2)cc1,1%,-12%,2%,-0.9%,0%[57.1 µM],-5%[57.1 µM],1%,7%,-26%
Cc1ccc(N2C(=O)C(CN(C)C)C2c2ccccc2)cc1 (stereo not given),-14%,0%,2%,0.1%,-6%,2%,1%,7%,-4%
CC(=O)Nc1ccc(S(=O)(=O)N2CCN(c3cc(C)ccc3C)CC2)cc1,-2%,-30%,0%,1.7%,-4%,9%[57.1 µM],-2%,-11%,-10%
Cc1cc(CSc2ccccc2)ccc1NC(=O)c1ccc(C)c([N+](=O)[O-])c1,0%,3%,-7%,5.2%,5%,19%,10%,3%,-16%
CCCN(C(=O)Cn1c(=O)oc2cc(Cl)ccc21)c1ccc(C(C)C)cc1,0%,-17%,-3%,1.3%,-7%,17%,12%,-8%,0%
[O-]C1=N/[N+](=C/c2ccc(Cl)cc2)CC1,-4%,-7%,3%,1.3%,13%[57.1 µM],-11%[57.1 µM],5%,-22%,-4%
Cc1cccc(NC(=O)Cc2csc(COc3cccc(C)c3)n2)c1,3%,?,-1%,0.8%,3%,16%,5%,0%,?

# In a second layout: results already given.
Structure	Vif-APOBEC3F blk	12-LOX inh	Vif-APOBEC3G blk	RXFP1 agonist	TrxR1 substrate	rTrxR1 inhibitor	mIDH1 inhibitor	RGS4 inhibitor	USP1 inh
Cc1ccc(CNC(=O)CN2CCN(c3ccc(F)cc3)CC2)cc1	6%	4%	9%	0.3%	2%	7%	7%	-21%	-15%
COc1ccccc1C(=O)N/C(=C\c1ccc2c(c1)OCO2)C(=O)NCCc1nc2ccccc2[nH]1	5%	-3%	0%	-1.2%	-7%	-5%	5%	-41%	-21%
CCC(C)NC(=O)CSc1n[nH]c(=O)n1CCc1ccccc1 (stereo not given)	-1%	-16%	0%	1.7%	9%	-12%	-1%	-7%	-18%
CCOC(=O)N1CCN(S(=O)(=O)c2ccc(C(=O)N(CCCN(C)C)c3nc4c(F)cc(F)cc4s3)cc2)CC1	-15%	-12%	3%	-0.2%	6%[57.1 µM]	7%[57.1 µM]	1%	6%	-24%

# (continued)
SMILES,Vif-APOBEC3F blk,12-LOX inh,Vif-APOBEC3G blk,RXFP1 agonist,TrxR1 substrate,rTrxR1 inhibitor,mIDH1 inhibitor,RGS4 inhibitor,USP1 inh
COc1ccc2c(c1)CCC1C2=NN(/C(C)=C/C(C)=O)C1c1cccc(F)c1 (stereo not given),?,?,-28%,2.8%,3%[57.1 µM],5%[57.1 µM],13%,9%,-21%
Cc1ccc(C)c(NC(=O)C2CC(=O)N(C3CCCCC3)C2)c1 (stereo not given),6%,0%,-5%,3.1%,8%,15%,0%,40%,0%
O=S(=O)(c1ccc(Cl)s1)N1CCCCC1,-6%,?,5%,-0.4%,7%[57.1 µM],17%[57.1 µM],5%,10%,-21%
CN(Cc1ccccc1)c1nnc(N)s1,-7%,-1%[57.4 µM],0%,-0.7%,7%[57.1 µM],1%[57.1 µM],-5%,0%,-12%
COc1ccc(CCN2CN(S(=O)(=O)c3ccc(C)cc3)c3nc4ccccc4nc32)cc1OC,-2%,?,-2%,1.3%,2%,8%,2%,-22%,-23%
Cc1ccccc1OCC(=O)N/N=C/c1cccc2cccnc12,-21%,0%,-15%,-0.3%,-13%,-11%,-1%,-12%,-9%
CN(C)/N=C/C=C1\CC/C(=C\c2ccc(Br)cc2)C1=O,-5%,31%,-8%,0.1%,-12%,-16%,-1%,-41%,?
Cc1c(C(=O)NCc2nnc(-c3ccccc3)o2)oc2c(F)cccc12,10%,9%,-4%,-0.4%,5%,21%,4%,2%,-22%
CCOc1ccccc1NC(=O)C1CC2CCCC(C1)C2=O (stereo not given),6%,0%,-1%,2.8%,0%,3%,0%,-8%,-5%
C/C(=N\NC(=O)Cc1ccccc1)c1ccc(Br)s1,-3%,0%,-2%,0.4%,0%,21%,-4%,15%,-18%
Cc1ccsc1/C=C1/CN(C)Cc2c1nc1ccccc1c2C(=O)O,?,?,-1%,-1.4%,-4%,-16%,7%,-3%,-7%
CN(C)S(=O)(=O)c1cccc(-c2cn3cccnc3n2)c1,2%,?,-2%,?,412%[activator][57.1 µM],?,1%,-26%,-8%
Cc1cccc(OCCCC(=O)Nc2ccc(S(=O)(=O)Nc3nccs3)cc2)c1C,-35%,8%,-10%,-1.8%,-20%,-15%,5%,0%,-4%
O=C1Nc2cc(C(=O)N3CCOCC3)ccc2SC1N1CCOCC1 (stereo not given),6%,-1%,-1%,-0.3%,-5%,-11%,1%,15%,-17%
Cc1occc1C(=O)NCc1ccccc1,0%,4%,-2%,-0.2%,-2%,-3%,-1%,-16%,-12%
CCOC(=O)C1CCCN(C(=O)Cn2c(=O)cc(C)c3c(C)nn(C)c32)C1 (stereo not given),-1%,?,2%,-1.1%,-6%[57.1 µM],4%[57.1 µM],3%,-6%,0%
COc1ccc(CC(=O)NCC(c2ccc(OC)cc2)N(C)C)cc1 (stereo not given),3%,-141%,2%,-1.1%,-4%,7%,-2%,12%,-17%

# A draw from above in order of molecular weight, rising.
SMILES,Vif-APOBEC3F blk,12-LOX inh,Vif-APOBEC3G blk,RXFP1 agonist,TrxR1 substrate,rTrxR1 inhibitor,mIDH1 inhibitor,RGS4 inhibitor,USP1 inh
CCOc1ccccc1NC(=O)C1CC2CCCC(C1)C2=O (stereo not given),6%,0%,-1%,2.8%,0%,3%,0%,-8%,-5%
CN(C)S(=O)(=O)c1cccc(-c2cn3cccnc3n2)c1,2%,?,-2%,?,412%[activator][57.1 µM],?,1%,-26%,-8%
Cc1ccccc1OCC(=O)N/N=C/c1cccc2cccnc12,-21%,0%,-15%,-0.3%,-13%,-11%,-1%,-12%,-9%
